MITF TRPM1 HTS: activators of MITF-driven TRPM1 promoter reporter, primary screen, cell-based, SK-MEL-5, luciferase, single point | SK-MEL-5 TRPM1-promoter luciferase, 24 h; % of positive control, neutral wells = 0 | activation, % at 12.5 µM | 300,000 compounds, 0.75% hits | AID 588334, 2011;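 active = mean activation of at least 80% with every replicate also reaching 80%; inconclusive = mean reaches 80% but some replicate falls short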;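 also: 0% = neutral control wells and 100% = parthenolide positive control wells; values of inactives mirror those of a sister screen read the other way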
dFosB activator: activators of delta FosB homodimer, primary screen, biochemical, fluorescence polarization, TAMRA-CDK5 oligo, single point | activation, % at 25 µM | AID 493131, 2011 | 340,000 compounds, 0.99% hits | Protein FosB (Mus musculus), P13346 | purified delta FosB; percent of positive-control signal above neutral wells;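 active = mean activation above about 17%, with every replicate also reaching it, limit read from the data, passing the limit was not always enough; inconclusive = only one of the two conditions met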;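 also: fluorescence polarization rise as delta FosB binds a TAMRA Cdk5 AP-1 oligo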
Wnt act: Wnt/beta-catenin pathway activators, primary screen, cell-based, plate reader, single point; 300,000 compounds, 1.2% hits; activation, % at 9.35 µM; Wnt/beta-catenin reporter cell assay, activator; AID 743398, 2014; in the data active = activation above about 30%, passing the limit was not always enough; inconclusive = no clear call, values can overlap the other calls;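 also: 0% = neutral control wells and 100% = positive control wells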
Rtt109 Vps75: inhibitors of C. albicans Rtt109/Vps75 HAT, primary screen, biochemical, ThioGlo CoA-SH fluorescence, plate reader. 330,000 compounds, 0.16% hits. purified Rtt109/Vps75, 4 h. Histone acetyltransferase RTT109 (Candida albicans (strain SC5314 / ATCC MYA-2876)), …. inhibition, % at 34.9 µM. AID 540336, 2011;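 active = inhibition of at least 50% in every replicate; inconclusive = best replicate reaches 50% inhibition but some replicates fall short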
Target sequence (Q5AAJ8 whole entry, looked up): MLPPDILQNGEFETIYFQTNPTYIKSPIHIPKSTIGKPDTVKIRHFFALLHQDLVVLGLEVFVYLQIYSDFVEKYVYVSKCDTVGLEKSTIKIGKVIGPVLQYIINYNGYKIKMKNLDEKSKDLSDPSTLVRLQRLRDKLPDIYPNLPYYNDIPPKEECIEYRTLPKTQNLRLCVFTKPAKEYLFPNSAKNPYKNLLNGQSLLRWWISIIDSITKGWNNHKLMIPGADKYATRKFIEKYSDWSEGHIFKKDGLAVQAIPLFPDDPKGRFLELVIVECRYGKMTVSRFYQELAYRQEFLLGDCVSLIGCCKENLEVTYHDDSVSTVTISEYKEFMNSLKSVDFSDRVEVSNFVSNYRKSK
CAL PDZ FP-1: untagged CAL PDZ binding inhibitors, primary screen, biochemical, fluorescence polarization, HTS; 300,000 compounds, 0.92% hits; Golgi-associated PDZ and coiled-coil motif-containing protein (Homo sapiens), Q9HD26; AID 602252, 2012; purified CAL PDZ, TMR-peptide fluorescence polarization, 1 h; inhibition, % at 24.9 µM;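 active = mean inhibition of at least 30% with at least half of replicates also reaching 30%; inconclusive = no clear call, values can overlap the other calls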;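 also: 0% = DMSO neutral control and 100% = excess unlabeled competitor peptide PRC23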
Tat transport: E. coli Tat export inhibitors, primary screen, MC4100, TorA-mCherry reporter, fluorescence, single point. inhibition, % at 10 µM. 340,000 compounds, 0.036% hits. AID 488895, 2010;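 active = mean replicate inhibition at least 50% and at least half of replicates individually reaching 50%; inconclusive = only one of the two criteria met; inactive = neither criterion met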;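 also: exported cargo escapes ClpAP degradation while cytoplasmic cargo is degraded and loses fluorescence; 0% = median of neutral control wells and 100% = median of NaSCN control wells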
CAL PDZ FP-2: CAL PDZ peptide-binding inhibitors, primary screen, biochemical, fluorescence polarization, Cer-tagged CAL PDZ, HTS; purified CAL PDZ, TMR-peptide fluorescence polarization, 1 h; AID 504414, 2011; inhibition, % at 20 µM; Golgi-associated PDZ and coiled-coil motif-containing protein (Homo sapiens), Q9HD26; 330,000 compounds, 0.02% hits;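 active = highest replicate inhibition of at least 40%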;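 also: plate controls were DMSO neutral control wells for no effect and unlabeled competitor peptide control wells for full effect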
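Material – purified CerCALP PDZ construct · Detection – FP readout, S and P plane fluorescence · Measure – percent inhibition from loss of millipolarization · Controls – unlabelled peptide for full inhibition, DMSO wells as neutral · Probe or stimulus – TMR-labelled reporter peptide T*-PRC34 bound in PDZ groove · Times – 1 h at RT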
CDK5 p35 inh: inhibitors of human CDK5/p35 kinase, primary screen, biochemical, single concentration; Recombinant CDK5/p35, ADP-Glo luminescence, 60 min; inhibition, % at 10 µM; 330,000 compounds, 0.01% hits;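 active = highest replicate inhibition of at least 50% and at least 75% of replicates reaching 50%; inconclusive = only one of the two criteria met; inactive = both criteria failed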;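 also: plate controls were DMSO neutral control for no effect and GW8510 at 10 µM for full effect; many of its hits are not listed in these tables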
Target sequence (Q00535 whole entry, looked up): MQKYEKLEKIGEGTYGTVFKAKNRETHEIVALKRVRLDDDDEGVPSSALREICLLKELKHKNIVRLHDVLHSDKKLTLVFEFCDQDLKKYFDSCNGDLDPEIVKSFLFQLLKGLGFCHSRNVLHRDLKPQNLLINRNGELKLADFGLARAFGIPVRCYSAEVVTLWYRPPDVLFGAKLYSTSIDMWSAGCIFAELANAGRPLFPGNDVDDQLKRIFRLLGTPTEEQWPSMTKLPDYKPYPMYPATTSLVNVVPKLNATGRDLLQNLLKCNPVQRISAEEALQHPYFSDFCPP
Target sequence (Q15078 whole entry, looked up): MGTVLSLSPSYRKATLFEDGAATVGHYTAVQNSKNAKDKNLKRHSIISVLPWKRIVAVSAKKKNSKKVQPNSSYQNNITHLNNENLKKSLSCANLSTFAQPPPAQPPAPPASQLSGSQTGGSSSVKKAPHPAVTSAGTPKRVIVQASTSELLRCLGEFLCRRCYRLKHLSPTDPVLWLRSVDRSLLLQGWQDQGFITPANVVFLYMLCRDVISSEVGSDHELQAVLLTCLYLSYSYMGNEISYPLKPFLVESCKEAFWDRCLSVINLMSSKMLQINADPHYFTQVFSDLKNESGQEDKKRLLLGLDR
V-ATPase pH: regulators of yeast V-ATPase proton pumping, primary screen, pHLuorin cytosolic pH fluorescence. S. cerevisiae. response, % at 10 µM. 350,000 compounds, 0.37% hits; in the data active = response mostly above about 7.3%, no sharp cut-off; inactive = mostly below about 5.4%; also: actives read high; inactives centre near 0; some compounds called inactive have numbers as strong as hits
cardiac RTF act: cardiac RTF calcium sensitivity activators, primary screen, biochemical, IANBD-TnC fluorescence, EC20 calcium. IANBD-labeled TnC RTF fluorescence at EC20 calcium; 0% EC20 calcium, 100% full calcium. activation, % at 7.2 µM. 340,000 compounds, 0.24% hits;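 active = activation above the mean over all tested compounds plus 3 SD, cut at about 30% in these data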;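 also: rise in fluorescence read as greater calcium sensitivity of cardiac thin filaments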
Numbers without * were called inactive; ? = inconclusive; nt = no result given.

Start of the listing, in advance, ten compounds:
SMILES	MITF TRPM1 HTS	dFosB activator	Wnt act	Rtt109 Vps75	CAL PDZ FP-1	Tat transport	CAL PDZ FP-2	CDK5 p35 inh	V-ATPase pH	cardiac RTF act
O=C(CCN1CCN(c2ccccn2)CC1)Nc1ccc(F)cc1	5	-1	nt	0	nt	5	0.7	0.2	-3	-3
Cc1cc(Cl)c(S(=O)(=O)Nc2ccc3c(c2)OCCO3)cc1OCC(=O)NC1CCCCC1	5	-5	-11	1	-3	6	-0.8	1.1	-3	-1
CC(C)(O)C#Cc1ncc(C(F)(F)F)cc1Cl	6	6	-1	5	-5	3	-1.0	1.2	3	-4
CN(C)S(=O)(=O)c1ccc(NC(=O)CN2C(=O)NC3(CCCC3)C2=O)cc1	-14	-7	-3	10	-3	6	-2.9	-3.1	3	-3
CCc1ccc(OCC(=O)Nc2ccc3[nH]ncc3c2)cc1	21	3	0	6	3	10	-1.8	0.2	-1	-5
O=S(=O)(NNC(=S)NCC1CCCO1)c1cc(Cl)ccc1Cl (configuration not stated)	11	0	4	-1	-4	-7	-1.9	-0.8	6	1
CC(=O)CCc1oc2ccccc2c1-c1ccccc1	-4	-1	-3	0	nt	5	-0.8	1.5	-1	-3
CCn1ncc([N+](=O)[O-])c1C(=O)Nc1c(C)nn(Cc2ccc(F)cc2)c1C	-1	-5	-3	7	nt	16	0.1	-8.0	-1	3
Cc1oc(-c2ccccc2Cl)nc1CSCC(=O)NC1CC1	3	0	nt	-18	0	4	-0.3	-0.9	-1	0
O=C(CCN1C(=O)C2C3CCC(C3)C2C1=O)OCC(=O)c1ccc(Cl)cc1 (configuration not stated)	20	1	0	0	0	-1	-1.4	-0.3	-4	-4

All compounds of this part, previewed entries included:
SMILES	MITF TRPM1 HTS	dFosB activator	Wnt act	Rtt109 Vps75	CAL PDZ FP-1	Tat transport	CAL PDZ FP-2	CDK5 p35 inh	V-ATPase pH	cardiac RTF act
O=C(CCN1CCN(c2ccccn2)CC1)Nc1ccc(F)cc1	5	-1	nt	0	nt	5	0.7	0.2	-3	-3
Cc1cc(Cl)c(S(=O)(=O)Nc2ccc3c(c2)OCCO3)cc1OCC(=O)NC1CCCCC1	5	-5	-11	1	-3	6	-0.8	1.1	-3	-1
CC(C)(O)C#Cc1ncc(C(F)(F)F)cc1Cl	6	6	-1	5	-5	3	-1.0	1.2	3	-4
CN(C)S(=O)(=O)c1ccc(NC(=O)CN2C(=O)NC3(CCCC3)C2=O)cc1	-14	-7	-3	10	-3	6	-2.9	-3.1	3	-3
CCc1ccc(OCC(=O)Nc2ccc3[nH]ncc3c2)cc1	21	3	0	6	3	10	-1.8	0.2	-1	-5
O=S(=O)(NNC(=S)NCC1CCCO1)c1cc(Cl)ccc1Cl (configuration not stated)	11	0	4	-1	-4	-7	-1.9	-0.8	6	1
CC(=O)CCc1oc2ccccc2c1-c1ccccc1	-4	-1	-3	0	nt	5	-0.8	1.5	-1	-3
CCn1ncc([N+](=O)[O-])c1C(=O)Nc1c(C)nn(Cc2ccc(F)cc2)c1C	-1	-5	-3	7	nt	16	0.1	-8.0	-1	3
Cc1oc(-c2ccccc2Cl)nc1CSCC(=O)NC1CC1	3	0	nt	-18	0	4	-0.3	-0.9	-1	0
O=C(CCN1C(=O)C2C3CCC(C3)C2C1=O)OCC(=O)c1ccc(Cl)cc1 (configuration not stated)	20	1	0	0	0	-1	-1.4	-0.3	-4	-4
COc1ccc(CCN(C)CCC(=O)Nc2cc(C)ccc2C)cc1OC	7	3	nt	2	nt	-4	-0.9	-0.1	5	-2
CN(C(=O)COC(=O)c1cc(=O)[nH]c2ccccc12)c1ccccc1	10	-8	-6	5	-1	-7	-0.9	-0.7	-3	3
C[C@H](O)[C@@H](C(=O)N1CCN(C(=O)OC(C)(C)C)CC1)n1cc(CCCCNC(=O)OC(C)(C)C)nn1	3	-8	0	1	-4	-7	-0.9	1.8	0	-4
O=C(c1cc(-c2cccc(O)c2)on1)N1CCN(C(c2ccccc2)c2ccccc2)CC1	2	1	-8	4	-4	10	1.8	1.5	1	5
COc1ccc(C2(C)NC(=O)N(CC(=O)N(c3ccccc3)C3CCS(=O)(=O)C3)C2=O)cc1 (configuration not stated)	1	-4	-3	-2	nt	-3	0.7	1.2	2	-5
COc1ccc(CCNC(=O)CSc2nnc(CNc3ccc(Cl)cc3)o2)cc1OC	-19	-5	nt	-5	-9	-1	-1.0	-0.3	-1	0
C[C@H](NC(=O)c1ccco1)C(=O)N1CCN(c2ccc(C(F)(F)F)cn2)CC1	7	-7	-3	0	0	8	-1.3	-13	4	-4
COC(=O)c1cc(NC(=O)C2C3C=CC(C3)C2C(=O)O)cc(C(=O)OC)c1 (configuration not stated)	15	4	nt	0	-7	-4	-2.7	1.2	-1	-1
CCOC(=O)N1CCN(C(=O)CSc2nnc(-c3ccc(C)c(C)c3)o2)CC1	1	-17	-2	-6	nt	4	-1.4	-2.6	0	-4
CCOC(=O)c1nc(N/N=C/c2ccccc2)sc1Br	nt	4	-2	2	2	3	-1.0	0.5	0	-6
O=C(NCc1ccc2c(c1)OCO2)c1ccc(N2CCCC2=O)cc1	20	-5	-4	12	-6	-4	0.5	0.2	0	0
COCCNC(=O)C1c2ccccc2C(=O)N(CCOC)C1c1ccc(F)cc1 (configuration not stated)	nt	-2	-1	-6	-1	2	-1.1	0.5	4	-1
Cc1cc(N/C(=N\S(=O)(=O)c2ccc(Cl)cc2)c2ccc(F)cc2)no1	-3	-8	10	-1	-1	4	-1.6	-7.0	0	4
Nc1c(/C=C2\C=Nc3ccccc32)c(=O)nc2sc(CC(=O)N3CCOCC3)nn12	-12	-6	0	?	0	-2	-1.9	1.0	2	-6
CCOc1ccc(NC(=O)c2ccc3c(c2)OCCO3)cc1S(=O)(=O)N(CC)CC	11	-12	-3	22	-7	-3	-3.7	0.6	3	-3
O=C(O)C1CC=CCC1C(=O)Nc1cc(Cl)ccc1Cl (configuration not stated)	nt	-3	-4	-2	1	-6	-4.0	-1.0	1	5
COc1ccccc1OCc1nnc(SCC(=O)N2CCCCC2)n1-c1ccccc1	1	-7	5	1	0	-5	-1.8	-0.5	3	8
CCOC(=O)C(/C(C)=N/NC(=O)C1CC1c1ccccc1)C(C)C (configuration not stated)	-9	-4	-7	-7	0	4	-1.1	0.0	-8	-5
CCOC(=O)CNC(=O)CSc1nnc(NC(=O)c2ccccc2Cl)s1	21	-5	0	-1	10	-2	-0.4	0.1	4	8
CCCCOc1ccc(-c2ncc(C(=O)OCC)c(N)n2)cc1	28	-6	nt	6	-7	-2	-1.9	-2.8	1	7
CC(Oc1ccc2c(-c3ccccc3)cc(=O)oc2c1)C(=O)O (configuration not stated)	-12	-5	nt	5	-4	1	0.5	-0.6	0	-3
CCCCC(=O)Nc1cccc(-c2cn3ccccc3n2)c1	68	-10	0	-1	-8	-1	-6.2	-3.2	-3	9
CC(=O)Nc1ncc(Sc2ccc([N+](=O)[O-])cc2)s1	7	2	-4	-3	1	-4	-0.4	1.3	0	4
COc1ccc(CCN2CC(C(=O)OCc3ccccc3Cl)CC2=O)cc1OC (configuration not stated)	2	-3	0	2	nt	0	0.0	-2.6	5	5
COc1ccc(C(=O)NCc2nnc(SCC(=O)Nc3ccc4c(c3)OCO4)o2)cc1	-1	-5	nt	5	-1	-11	-2.2	1.6	-1	0
CCC(=O)Nc1ccc(C(=O)Nc2ccc3c(c2)C(=O)N(CC2CCCO2)C3=O)cc1 (configuration not stated)	-3	2	nt	0	nt	3	0.8	-1.2	0	-2
CCc1ccc(S(=O)(=O)Nc2ccc(O)c3c(=O)cc(-c4ccccc4Cl)oc23)cc1	-4	7	0	-5	1	2	-1.3	-0.8	6	-4
CN(Cc1ccccc1)S(=O)(=O)c1ccc(Cl)c(C(=O)NCCc2ccccn2)c1	-11	-10	-2	-7	-1	3	-5.5	-0.6	3	2
Cc1cc2c(C)ccc(C)c2nc1SCC(=O)c1cccs1	nt	-4	-8	19	-1	-4	0.3	0.6	7	7
N#CCCN1CCCc2cc(N=Nc3ccc(C(F)(F)F)cc3)ccc21	nt	-5	22	5	-2	7	1.2	2.5	-3	nt
COc1ccc(CCN(C)C2CCCN(C(=O)c3sccc3C)C2)cc1OC (configuration not stated)	-9	-10	0	6	nt	-3	-0.3	-0.4	-3	6
OCCN(Cc1nc(-c2ccc3c(c2)OCO3)no1)Cc1cccs1	24	-8	0	25	-2	0	-2.5	1.4	7	0
C/C=C(\C)C(=O)NCCN1C2=NC[C@@H](C)N2C[C@@H]1Cc1ccc(OC)cc1	11	-7	0	-3	-10	-4	-0.3	-3.5	-4	7
COc1ccc(S(=O)(=O)N2CCOC2CNC(=O)C(=O)NCc2ccncc2)cc1OC (configuration not stated)	-4	-4	-1	-1	-1	-3	-2.5	-1.0	-1	-7
O=C(CC(C(=O)O)c1ccc(Cl)cc1)c1ccc(Cl)c(Cl)c1 (configuration not stated)	-5	-7	0	10	-8	8	-2.4	2.2	1	-4
N#CCCNCC1(c2ccccc2)CCCC1	-2	-2	-2	-8	-6	1	-0.8	0.7	1	5
O=C(NCCO)/C(=C\c1ccc([N+](=O)[O-])o1)NC(=O)c1ccccc1	-14	-3	0	nt	2	-8	-0.3	1.2	-2	-4
COc1ccc(CCNc2ncnc3c2c(C)c(C)n3CCCN(C)C)cc1OC	2	-8	0	-2	2	-4	0.0	-0.7	-3	10
Cc1cc2[nH]ncc2cc1NC(N)=S	-2	-2	-2	-1	-1	-7	-1.3	-2.7	-1	12
COc1ccc(Cl)cc1C(=O)Nn1cnc2ccccc2c1=O	3	7	-1	nt	-2	-11	-1.6	0.7	0	0
O=c1[nH]c(=S)[nH]nc1Cc1ccc(Cl)c(Cl)c1	-2	2	-2	12	-4	-10	nt	-0.7	1	-1
Cc1ccc(OCc2nc(-c3ccccc3)no2)cc1	?	-5	1	-9	-3	4	-1.0	0.6	-1	-4
COC(=O)C1=C(c2ccc(OC)cc2)OC(=O)C1(C)C	16	4	-4	5	8	-9	0.1	-0.6	1	1

Screening results (PubChem BioAssay)
